From PubChem BioAssay
HTT aggregate: qHTS Multiplex Assay to Identify Dual Action Probes in a Cell Model of Huntington: Aggregate Formation (GFP); PC12 HttQ103-GFP aggregates, Acumen cytometry, 40 h; Potency, µM (titrated, usually from 46.1 µM), for the others: at the highest dose activity change, negative = inhibition, usual class: inhibitors; 1.1% of 220,000 active; AID 1688, 2009; note: potency is the fitted concentration of half-maximal effect; % is set by controls: 0 for no effect and ±100 for the full control effect; nearly all actives have a fitted effect of over 60% in size
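Inducible Q103 Huntingtin exon 1–GFP PC12 line, 1500 cells/well in phenol red free DMEM with 5% equine and 5% calf serum. Tebufenozide 100 nM induced expression; compounds titrated; aggregates quantified by cytometry.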
CBFb-RUNX1 inh: qHTS Assay for Compounds Blocking the Interaction Between CBF-beta and RUNX1 for the Treatment of Acute Myeloid Leukemia | AlphaScreen CBFb-His/RUNX1-biotin binding, biochemical | Potency, µM (top dose mostly 59.8 µM), for the others: at the top dose activity, negative = inhibition, actives largely listed as inhibitors | 230,000 tested, under 10 active | AID 1477, 2009; note: % of control where 0% means no effect
Target sequence (Q01196 whole entry, looked up): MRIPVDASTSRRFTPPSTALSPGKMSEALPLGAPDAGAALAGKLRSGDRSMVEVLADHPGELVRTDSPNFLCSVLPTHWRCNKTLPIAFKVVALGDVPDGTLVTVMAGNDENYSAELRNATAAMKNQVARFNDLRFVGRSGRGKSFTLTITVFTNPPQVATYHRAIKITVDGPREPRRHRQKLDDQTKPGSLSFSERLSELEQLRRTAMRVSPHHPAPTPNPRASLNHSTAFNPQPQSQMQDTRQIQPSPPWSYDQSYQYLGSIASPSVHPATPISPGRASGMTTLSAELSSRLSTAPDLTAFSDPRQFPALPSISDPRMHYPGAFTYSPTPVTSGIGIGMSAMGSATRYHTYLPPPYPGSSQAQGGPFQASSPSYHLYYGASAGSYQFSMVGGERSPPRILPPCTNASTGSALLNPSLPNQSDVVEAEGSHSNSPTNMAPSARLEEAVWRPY
Target sequence (Q13951 whole entry, looked up): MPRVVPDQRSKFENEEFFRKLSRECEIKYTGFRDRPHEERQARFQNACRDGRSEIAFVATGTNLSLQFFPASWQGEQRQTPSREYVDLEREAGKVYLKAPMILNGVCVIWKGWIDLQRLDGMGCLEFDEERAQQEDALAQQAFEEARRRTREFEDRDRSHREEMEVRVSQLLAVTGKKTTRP
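Bead-based AlphaScreen assay; binding partners His-tagged CBF-beta and biotinylated RUNX1 at 30 nM each. Compound exposure 15 min after a 20-min protein preincubation; bead step 90 min; all steps at room temperature.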
NPSR antag: qHTS Assay for Antagonists of the Neuropeptide S Receptor: cAMP Signal Transduction | Q6W5P4 | CHO-NPSR cells, cAMP TR-FRET, antagonist mode | Potency, µM (doses to about 38.3 µM), for inactives: at the top dose activity change, negative = inhibition, actives largely listed as inhibitors | 1% of 220,000 active | AID 1461, 2008; note: potency is the fitted concentration of half-maximal effect; % is set by controls: 0 for no effect and ±100 for the full control effect; nearly all actives have a fitted effect of over 50% in size; many of its hits are not listed in these tables
Target sequence (Q6W5P4 whole entry, looked up): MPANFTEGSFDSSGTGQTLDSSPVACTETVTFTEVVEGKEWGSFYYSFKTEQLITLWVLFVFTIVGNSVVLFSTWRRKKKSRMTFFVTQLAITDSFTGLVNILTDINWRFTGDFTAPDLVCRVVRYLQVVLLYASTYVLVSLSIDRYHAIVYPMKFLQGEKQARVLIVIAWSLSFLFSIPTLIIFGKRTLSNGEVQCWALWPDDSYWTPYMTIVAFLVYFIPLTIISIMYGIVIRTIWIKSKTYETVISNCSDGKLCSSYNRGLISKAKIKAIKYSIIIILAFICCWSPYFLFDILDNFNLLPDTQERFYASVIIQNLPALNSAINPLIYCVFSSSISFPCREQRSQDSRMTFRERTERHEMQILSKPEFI
Luc counter: Counterscreen for Luciferase (Kinase-Glo TM) Inhibition | Luciferin 4-monooxygenase (Photuris pensylvanica), Q27757 | Kinase-Glo luciferase, ATP luminescence, 8 min | Potency, µM (series often up to 38.3 µM), without a hit: at the highest dose activity change, negative = inhibition, usual class: inhibitors | 0.28% of 200,000 active; note: potency is the fitted concentration of half-maximal effect; % is set by controls: 0 for no effect and ±100 for the full control effect; nearly all actives have a fitted effect of over 60% in size
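Compound is pinned into ATP-containing buffer (10 uM ATP, imidazole pH 7.2, 7 mM MgCl2). Kinase-Glo luciferase reagent is then added. Light output is recorded following an 8-min room-temperature incubation.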
Epigenetic derep: Quantitative High-Throughput Screen for Regulators of Epigenetic Control; murine LDR cells, GFP reporter derepression, 30 h; 0.2% of 280,000 active; Potency, µM (series often up to 53.9 µM), for the others: at the top dose GFP activation, hits mostly activators; note: potency is the fitted concentration of half-maximal effect; % of control where 0% means no effect; nearly all actives have a fitted effect of over 60% in size
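In this reporter-derepression format, murine cells bearing a silenced integrated CMV-GFP locus incubate with test compound (30 h, 37 C), then are washed and imaged; fluorescent objects of 20–120 um count as induced cells.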
LMNA splice mod: qHTS Assay for Modulators of Lamin A Splicing; Potency, µM (top dose mostly 46.1 µM), without a hit: at the top dose ratio change, negative = inhibition, usual class: inhibitors; 0.01% of 200,000 active; HeLa LMNA splicing GFP/RFP minigene ratio, 48 h; active = well fitted inhibition curve with a large enough effect in the signal ratio, with a control signal flat, not every such curve was filed as active; inconclusive = small, poorly fitted or top-dose-only effect, or effect the other way, or a change in a side signal; the % refers to the signal ratio; note: potency is the fitted concentration of half-maximal effect; % is set by controls: 0 for no effect and ±100 for the full control effect
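S3 HeLa cells stably expressing lamin A-EGFP splicing minigene plus DsRed2, 600 cells/well, 48 h compound exposure at 37C. Laser-scanning cytometry; analysed as GFP (500-530 nm)/RFP (575-640 nm) total intensity ratio; 0.5% DMSO vehicle.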
IMPase Li inh: qHTS Assay for Identifying the Cell-Membrane Permeable IMPase Inhibitors: Potentiation with Lithium | CHO-M1 cells, IP1 TR-FRET (IP-One), carbachol + lithium | Potency, µM (doses to about 59.4 µM), for inactives: at the highest dose activity, negative = IMPase inhibition, usual class: inhibitors | 0.35% of 210,000 active;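 note: IP1 builds up when IMPase is blocked and the TR-FRET signal falls; potency is the fitted concentration of half-maximal effect; plate controls were basal vehicle for no effect and high inhibitor control for full effect; nearly all actives have a fitted effect of over 50% in size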
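Lithium-sensitised IP1 accumulation assay; M1-expressing CHO cells treated 30 min at 37C with compound. Competitive antibody detection by time-resolved FRET followed a 10 min room-temperature lysis step.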
The depositor's hits bear a star; u = inconclusive; x = no result given; & = joins results of further samples; [ ] = another dose, or the depositor's remark. Unless noted, calls come from the whole dose curve; as a rule, active = well fitted curve in the direction sought with a large enough effect; inconclusive = small, poorly fitted or top-dose-only effect, or another doubt; inactive = no such curve, though single readings can be large; an effect the other way counts as inactive or inconclusive. These rows are one share of the data; the hit share may differ from the screen's.

SMILES	HTT aggregate	CBFb-RUNX1 inh	NPSR antag	Luc counter	Epigenetic derep	LMNA splice mod	IMPase Li inh
O=C(N/N=C1/CCc2ccccc21)C1CC1	2%	7%	2%	-4%	1.3%	11%[46 µM]	9%
Cc1nccn1CC(=O)N/N=C/c1cccs1	-37%[9.22 µM]	6%	9%	x	-1.2%	x	x
Cc1nnc(SCC(=O)Nc2cccc(C(F)(F)F)c2)n1Cc1ccco1	0%	-2%	4%[46.1 µM]	0%	-2.9%	u	2%[38.3 µM]
c1ccc(Oc2ccc(-c3ccnc4nc(N5CCN(c6ccccc6)CC5)nn34)cc2)cc1	19%	-1%	-12%[46.1 µM]	0%	0.0%	7%	12%[38.3 µM]
Cc1nc2c(ccc3nc(NC(=O)Cc4cccc5ccccc45)sc32)s1	-23%	1%[2.36 µM]	0%	3%	2.8%	u	14%
CSCCC(NC(=O)c1ccccc1)C(=O)O (configuration not stated)	27%	-3%	12%	2%	-4.5%	x	0%
CCN(CC)S(=O)(=O)c1ccc(Cl)c(C(=O)NC(C)C(c2cccs2)N2CCCC2)c1 (configuration not stated)	18%	5%	-5%	0%	-1.5%	-8%[46 µM]	20%
Cc1cccc(NC(=S)NCc2ccco2)c1C	14%	-3%	4%	-1%	-0.9%	-4%	5%
NC(=O)CSC1=Nc2ccccc2C2=NC(CC(=O)NCc3cccs3)C(=O)N12 (configuration not stated)	-10%	1%	-24%[46.1 µM]	1%	-1.1%	6%	-6%[38.3 µM]
O=C(NC1(C(=O)NC2CCCCC2)CCCCC1)c1ccccn1	9%	-2%	3%[46.1 µM]	-1%	-1.0%	-7%	15%[38.3 µM]
Cc1ccc(C(C)C)cc1S(=O)(=O)NCc1cccnc1	u	12%	-18%[46.1 µM]	-8%	0.0%	-12%	12%
N#CN=C(N)c1ccccc1	9%&4%[9.22 µM]	-4%&8%	1%[46.1 µM]	0%	0.0%&-0.1%	0%	2%[38.3 µM]
Cc1cccc(CNc2cc(-c3ccccc3CN(C)C)ncn2)c1	x	x	x	-2%	-0.5%	u	6%
CCN1C(=O)/C(=C/c2ccc(C)o2)N(C)C1=S	u	11%	18%	1%	u	u	0%
O=C(Cn1c(=O)sc2ccccc21)OC(CCl)CCl	-8%	1%	-29%[46.1 µM]	-2%	0.1%	-17%	2%
c1ccc(-n2c(Sc3cnccn3)nnc2-c2cccs2)cc1	-5%	-1%	-1%[46.1 µM]	-2%	0.0%	13%	28%[38.3 µM]
NC(=O)C1CCN(c2c([N+](=O)[O-])cc(C(F)(F)F)cc2[N+](=O)[O-])CC1	-2%[9.22 µM]	3%	3%	x	-1.1%	x	x
CCc1nc2nc(C)cc(Nc3cccc(C(F)(F)F)c3)n2n1	-6%	6%	-5%[46.1 µM]	3%	0.0%	-15%	12%[38.3 µM]
COc1ccc(-c2nn(C)c(=O)c3ccccc23)cc1CNS(C)(=O)=O	u	6%	-3%[46.1 µM]	0%	-1.1%	u	31%[38.3 µM]
COc1ccc(-c2nc3c(=O)n(C)c(=O)[nH]c3n2CCc2ccccc2)cc1	-5%	7%	3%[46.1 µM]	3%	-0.4%	12%	4%[38.3 µM]
COC(c1ccccc1)c1nnc(CCC(=O)NC2C3CC4CC(C3)CC2C4)o1 (configuration not stated)	9%[9.22 µM]	3%	9%	2%	0.0%	u	-2%
COc1ccccc1NC(=O)Cn1nnc(-c2ccccc2NC(=O)c2cccs2)n1	7%	-1%	-13%[46.1 µM]	1%	10%	10%	14%[38.3 µM]
COCCOc1ccc(C(F)(F)F)cc1N	-4%[9.22 µM]	0%	-13%	-4%	-13%	14%[46 µM]	5%
O=C(CCSc1ccc(Cl)cc1)NC1CCCCC1	27%	-4%	-16%[46.1 µM]	2%	2.4%	25%	-20%[38.3 µM]
CCCN(CCC)CC(O)CN(c1cc([N+](=O)[O-])ccc1OC)S(=O)(=O)c1ccccc1 (configuration not stated)	-18%	4%	-22%[46.1 µM]	6%	-2.9%	16%	14%[38.3 µM]
Cc1cccc(C(=O)NNC(=O)C2CCCO2)c1 (configuration not stated)	-5%	4%	-4%[46.1 µM]	-3%	3.0%	4%	-2%[38.3 µM]
CCOC(=O)CN1C(=O)N[C@@H](c2cccc(F)c2)C(C(=O)OC)=C1C	x	3%[13.1 µM]	x	-7%[7.66 µM]	x	19%[9.22 µM]	-4%
COCN(C#N)c1nc(OC)nc(OC)n1	-10%	-19%	4%[46.1 µM]	-3%	0.0%	6%	-24%[38.3 µM]
O=C(Nc1ccc(Cl)cc1)[C@@H]1[C@@H]2C(=O)N(c3cccc(F)c3)C(=O)[C@@H]2[C@H]2C=CC=NN21	-4%[9.22 µM]	-11%	4%[7.67 µM]	x	-1.4%	x	x
CCOc1ccccc1/C=C(\C#N)C(=O)Nc1cccc(C(=O)O)c1	12%[9.22 µM]	13%	-58%	x	0.0%	x	x
COCCN1Cc2cccc(C(=O)Nc3cccc(-c4nc5ccccc5[nH]4)c3)c2C1=O	-30%[9.22 µM]	-25%	-6%	x	5.0%	x	x
COc1cccc(-c2nn(-c3ccccc3)cc2C(=O)Nc2nccs2)c1	u	7%	-15%[46.1 µM]	0%	1.8%	u	34%[activator][38.3 µM]
CC(C)Oc1ccc(C2CNC(=O)C2)cc1 (configuration not stated)	2%	-2%	-6%[46.1 µM]	0%	-2.7%	0%	-2%[38.3 µM]
Cc1ccc(C(=O)NCCc2cccc(Cl)c2)cc1[N+](=O)[O-]	-5%	1%	-10%	-2%	1.0%	u	3%
COc1cc2c(cc1OC)CN(c1ccc([N+](=O)[O-])cc1Cl)CC2	u	2%	-32%	27%	5.4%	u	10%
S=c1nc(-c2ccccc2Cl)[nH][nH]1	38%[9.22 µM]	0%	13%	-1%	-3.4%	15%[46 µM]	-4%
CC(=O)NCCCc1nc2ccccc2n1Cc1cc(C)ccc1C	15%	-3%	10%	-5%	3.6%	9%[46 µM]	4%
COC(=O)c1ccc(NS(=O)(=O)c2cc(C)ccc2OC)cc1	-14%	4%	-9%[46.1 µM]	1%	-0.8%	u	-2%[38.3 µM]
CCOc1ccccc1NC(=O)C(=O)NCCC1=CCCCC1	x	12%	-22%	0%	1.0%	12%[46 µM]	9%
COc1ccc(-n2cnnc2SCc2cnc(-c3ccccc3)s2)cc1	-4%	2%	-8%[46.1 µM]	0%	-0.2%	2%	-14%[38.3 µM]
CCNc1nc(NCC)nc(N/N=C/c2ccc(O)c(O)c2)n1	13%	-25%	-13%	1%	-1.3%	-17%[46 µM]	7%
CCOC(=O)C1(CC2CC2)CCN(C(=O)c2cccnc2C)CC1	6%[9.22 µM]	12%	-1%	1%	5.1%	x	20%
Cn1c(SCC(=O)N2CCN(c3ccccc3)CC2)nnc1-c1c[nH]c2ccccc12	-5%	-2%	-17%[46.1 µM]	1%	-0.2%	-17%	-2%[38.3 µM]
COC(=O)c1ccccc1NC(=O)c1c(O)c2c([nH]c1=O)CCCC2	u	6%	-22%[46.1 µM]	-4%	0.0%	0%	21%[38.3 µM]
CCOC(=O)c1cnc2ncnn2c1N	2%	7%	3%	2%	-1.3%	10%[46 µM]	2%
CSc1ccccc1C(=O)Nc1nccs1	23%[9.22 µM]	1%	1%[46.1 µM]	-3%	1.4%	3%	-8%[38.3 µM]
CCn1cc(C(=O)O)c(=O)c2cc(OC)ccc21	11%	4%	4%[46.1 µM]	-1%	-1.5%	6%	-16%[38.3 µM]
Cn1nnc2cc(C(=O)NCc3ccco3)ccc21	-18%	-3%	-6%[46.1 µM]	0%	-1.0%	4%	-10%[38.3 µM]
Cc1onc(-c2c(Cl)cccc2Cl)c1C(=O)N1CCc2ccccc2C1	-7%	-1%	u	-4%	-0.9%	-1%	13%[38.3 µM]
S=c1[nH]nc(-c2ccccc2)n1/N=C/C=C/c1ccco1	16%	-13%	-42%	3%	-1.0%	-11%	8%
Cn1cccc1/C=C1\SC(=Nc2ccccc2)NC1=O	-24%[9.22 µM]	-9%	32%	x	2.7%	x	x
Cc1n[nH]c(C)c1S(=O)(=O)N1CCC(C(=O)N2CCn3c2nc2ccccc23)CC1	4%	0%	-10%[46.1 µM]	-5%	-1.0%	-3%	12%[38.3 µM]
O=S(=O)(Nc1ccccc1O)c1ccc(Cl)nc1	6%[9.22 µM]	5%	5%	x	-3.0%	x	x
COc1ccccc1CNC(=O)CN1CCC(n2cnc3cc(F)ccc32)CC1	31%	4%	-11%	-1%	0.0%	-4%	9%
Cc1cccn2c(=O)c(C=NCCO)c(NCc3ccco3)nc12	0%	-4%	-11%[46.1 µM]	-3%	2.1%	10%	26%[38.3 µM]
Cc1c(NC(=O)CCSCCc2ccccn2)cccc1[N+](=O)[O-]	-2%	-1%	11%	5%	-2.0%	27%[9.22 µM]	2%
CCOc1ccc(C(=O)N2CCCC2C(=O)O)cc1 (configuration not stated)	5%	8%	-1%[46.1 µM]	-3%	-2.3%	9%	14%[38.3 µM]
CCOC(=O)c1ccc(CSC(=N)N)o1	4%[9.22 µM]	-1%	18%	x	u	x	x
COc1ccc(NC(=O)CSc2nc(N)c3cc4c(nc3n2)CCCC4)c(OC)c1	5%	-6%	-12%[46.1 µM]	-5%	-1.2%	5%	-12%[38.3 µM]
CC(=O)N1C(C)(C)CC(=NOC(=O)c2ccccc2)CC1(C)C	-2%[9.22 µM]	4%	8%	-2%	-1.3%	u	0%
Cc1ccc(CNC(=O)CS(=O)(=O)CC(=O)O)cc1	0%	8%	1%[46.1 µM]	22%	0.0%	-1%	20%[38.3 µM]
COC(=O)c1ccc(/C=C/C(=O)c2cccc(OC)c2)cc1	u	-6%	-18%	-9%	-0.5%	u	0%
CN(C)c1cccc(/C=C(\C#N)c2ccccc2)c1	-11%[9.22 µM]	-19%	-19%	x	4.8%	x	x

Record cards, from the list above. Order of screens: HTT aggregate, CBFb-RUNX1 inh, NPSR antag, Luc counter, Epigenetic derep, LMNA splice mod, IMPase Li inh
CN(C)c1cccc(/C=C(\C#N)c2ccccc2)c1 reads -11%[9.22 µM], -19%, -19%, x, 4.8%, x, x
CCOc1ccc(C(=O)N2CCCC2C(=O)O)cc1 (configuration not stated) reads 5%, 8%, -1%[46.1 µM], -3%, -2.3%, 9%, 14%[38.3 µM]
